# Compound activity from PubChem.
# Mdm2-MdmX inh – inhibitors of human Mdm2-MdmX association, primary screen, cell-based, luminescence, split luciferase, SaOS-2, uHTS; AID 485346, 2010; inhibition, % at 8 µM; Protein Mdm4 (Homo sapiens) + E3 ubiquitin-protein ligase Mdm2 (Homo sapiens), …; hit rate 3% among 330,000; SaOS-2 split-luciferase Mdm2/MdmX complementation;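 active = inhibition of at least 50% at 8 µM in the primary screen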
# APJ agonist – agonists of human apelin receptor APJ, primary screen, CHO-K1 cells, PathHunter beta-arrestin, luminescence | P35414 | hit rate 0.11% among 330,000 | activation, % at 20 µM | 0% DMSO wells, 100% apelin;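 active = activation more than six SD over the plate average, tested at 20 µM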;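 also: 0% = DMSO alone and 100% = apelin-13 at 10 nM; some results filed as inactive read as strong as hits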
# Target sequence (P35414 whole entry, looked up): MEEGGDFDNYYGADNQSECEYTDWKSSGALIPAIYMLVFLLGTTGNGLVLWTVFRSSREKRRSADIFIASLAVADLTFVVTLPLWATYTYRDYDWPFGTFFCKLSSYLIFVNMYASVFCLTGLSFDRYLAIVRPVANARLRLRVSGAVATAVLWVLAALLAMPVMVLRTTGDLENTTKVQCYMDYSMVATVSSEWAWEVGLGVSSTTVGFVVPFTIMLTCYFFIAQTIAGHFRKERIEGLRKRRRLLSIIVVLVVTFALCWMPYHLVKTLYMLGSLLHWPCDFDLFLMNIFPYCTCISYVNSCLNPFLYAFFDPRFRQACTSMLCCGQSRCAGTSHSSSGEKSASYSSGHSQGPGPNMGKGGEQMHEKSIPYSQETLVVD
#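 Test system: CHO-K1 APJ beta-arrestin complementation cell line | Compound: Single test compound dose, 20 µM final, 1% DMSO | Incubation: Compound 90 min 25 °C, reagent 1 h | Measured by: beta-gal luminescence | Read-out basis: APJ–arrestin association signal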
# tim23-1 inh – growth inhibitors of tim23-1 mutant yeast, primary screen, luminescence, uHTS. inhibition, % at 20 µM. hit rate 1.3% among 330,000. S. cerevisiae tim23-1 growth, BacTiter-Glo luminescence, 24 h. AID 463212, 2010;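 active = growth inhibition of the mutant yeast at or above 50%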;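 also: temperature-sensitive mutant grown at 25 °C; plate controls were DMSO-treated mutant yeast for no effect and medium wells lacking yeast for full effect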
# TIM10 inh – growth inhibitors of isogenic TIM10 control yeast, primary screen, counter-screen for tim10-1 yeast inhibitor project, luminescence, uHTS. hit rate 1.4% among 330,000. AID 463195, 2010. S. cerevisiae TIM10 strain growth, BacTiter-Glo luminescence, 24 h. inhibition, % at 10 µM;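 active = inhibition of 40% or more at the single tested concentration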;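 also: wild-type TIM10 isogenic control strain grown at permissive 25 °C; 0% = DMSO yeast wells and 100% = minimal medium wells without yeast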
# UPR CHOP act – activators of apoptotic CHOP UPR arm, primary screen, cell-based, CHO-CHOP luciferase reporter, luminescence, uHTS; UPR activation; percent of tunicamycin response over DMSO baseline; activation, % at 10 µM; hit rate 0.34% among 330,000; AID 449763, 2010;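 active = at 10 µM dose, activation of 40% or more, normalized to positive control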;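 also: 100% = tunicamycin at 10 µg/mL and 0% = DMSO alone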
#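 Test system: CHO-CHOP cells, stable luciferase reporter of PERK-eIF2a-CHOP signalling | Quantity: 500 CHO-CHOP cells per well | Buffer or medium: F12 plus 10% serum | Compound dosing: 10 µM single point, 0.5% DMSO | Schedule: 6 h compound treatment, 37 °C | Signal: Luciferase luminescence | Control set: Tunicamycin high control, DMSO low control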
# NR3A LBD binder – binders of NR3A ligand-binding domain, primary screen, biophysical, differential scanning fluorimetry, uHTS; Glutamate receptor ionotropic, NMDA 3A (GRIN3A) ligand-binding domain; NR3A LBD differential scanning fluorimetry, Tm shift; 0% = protein alone, 100% = glycine-bound protein; Tm shift relative to glycine control, % at 25 µM; hit rate 2.5% among 340,000; AID 1259313, 2017;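 active = melting temperature shift of at least 10% of the positive control shift, at one fixed dose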
# tim10-1 inh – growth inhibitors of tim10-1 mutant yeast, primary screen, luminescence, uHTS | AID 463190, 2010 | S. cerevisiae tim10-1 ts strain growth, BacTiter-Glo, 24 h | inhibition, % at 20 µM | hit rate 2.2% among 330,000;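 active = inhibition of at least 40%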;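 also: mutant grown at 25 °C; 0% = DMSO wells with yeast and 100% = wells holding no yeast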
# NLRP3 yeast inh – NALP3 inflammasome inhibitors in reconstituted yeast, primary screen, luminescence, uHTS; hit rate 0.39% among 330,000; Yeast reconstituted NLRP3/ASC/caspase-1, beta-gal luminescence, 24 h; inhibition, % at 10 µM;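 active = inhibition of 50% or more; inactive = inhibition below 50%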;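 also: plate controls were induced DMSO wells for no effect and uninduced yeast grown without galactose for full effect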
# XBP1 UPR activ – activators of adaptive XBP1 UPR arm, primary screen, cell-based, CHO-XBP1 luciferase reporter, luminescence, uHTS; hit rate 0.33% among 330,000; IRE1-XBP1 UPR activation; percent of tunicamycin response, DMSO as zero; activation, % at 20 µM;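 active = versus positive control, 20 µM dose yields 30% or more activation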;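 also: 100% = tunicamycin at 10 µg/mL and 0% = DMSO only wells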
#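 assay system = CHO-XBP1 luciferase reporter cells | amount = 1000 cells/well | buffer or medium = F12 plus 10% FBS | compound dosing = single point, 20 µM final compound, 1% DMSO | incubation = 16-18 h cell attachment at 37 °C, then 6 h compound exposure | detection = Steady-Glo luminescence read | controls = tunicamycin 10 µg/mL and vehicle-only wells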
# Active calls of the source: *.
SMILES,Mdm2-MdmX inh,APJ agonist,tim23-1 inh,TIM10 inh,UPR CHOP act,NR3A LBD binder,tim10-1 inh,NLRP3 yeast inh,XBP1 UPR activ
Oc1ccc(/C=N/NC(=S)NCc2ccco2)cc1,-2,-2,3,7,-2.2,-6,1,21,-3
O=C(c1ccc(F)cc1)c1ccc(OCC(=O)N2CCOCC2)cc1,-5,0,12,6,-0.7,3,-5,9,0
COc1ccc(C(=O)COC(=O)c2sc(C)nc2C)cc1F,13,0,7,-7,-0.3,-3,-15,22,-3
CCC(=NC(CC)CO)C1=C(O)CC(C)(C)CC1=O (stereo not given),7,0,2,3,-3.3,0,1,17,-3
CC(=O)Nc1cccc(-n2nnc(SCC(=O)Nc3ccc(F)c(Cl)c3)n2)c1,21,-5,-14,-8,-2.1,-2,-17,11,0
COc1cc(C(=O)NCC(=O)OCc2cc(=O)oc3c(C)c(C)ccc23)cc(OC)c1OC,28,-4,5,16,3.0,2,2,17,-3
CCN(CC)CCN(C(=O)c1cc2ccccc2cc1OC)c1nc2ccc(OC)cc2s1,51*,-3,38,16,-2.3,3,56*,27,-4
COCCCn1c(SCC(=O)Nc2ccccc2)nnc1-c1ccncc1,12,1,26,9,-0.9,3,4,-11,-4
CC(=O)C1=C(c2ccccc2)OC(N)=C(C#N)C1c1ccccc1C (stereo not given),4,0,22,15,-1.6,-7,45*,-4,1
O=C(Nc1ccccc1Cl)c1ccc2c(=O)n3c(nc2c1)CCC3,-118,-4,10,14,-0.7,-1,4,13,-3
CCC(C)NC(=O)N1c2ccccc2Sc2ccccc21 (stereo not given),13,2,28,12,-1.1,-2,13,6,-3
c1ccc(NC2=NCCN2CCCC2CCCCC2)cc1,32,-10,0,4,-1.7,-2,-15,21,1
CCOc1cc2[nH]c(=S)n(CCN3CCC(C)CC3)c(=O)c2cc1OCC,0,27*,15,14,-2.0,1,18,3,2
Cc1cccc(-n2c(SCc3cc(=O)n4ccsc4n3)nc3ccccc32)c1,-21,3,32,21,3.2,-4,33,1,3
c1nc(NCC2(N3CCOCC3)CCCCC2)c2ccsc2n1,12,7,19,-7,6.1,-2,5,3,0
O=C(NNC(=O)C12CC3CC(CC(C3)C1)C2)c1ccccc1O,53*,-2,41,19,1.8,1,-3,17,-1
COc1cc(/C=N/NC(=O)CSc2n[nH]c(=O)[nH]c2=O)cc(OC)c1O,5,0,13,10,0.6,-2,5,10,-3
CN(CCOc1cccc2ccccc12)Cc1ccccc1,16,-4,1,4,0.7,2,3,20,1
Cc1ccc(S(=O)(=O)NCCc2nnc3ccc(NCCCOC(C)C)nn23)cc1,2,-5,9,-5,-0.5,2,10,16,0
Cc1ccc(/C=N/NC(=O)c2cccc3ccccc23)o1,16,-5,-6,6,2.6,1,-1,9,1
O=S(=O)(/N=C(/c1ccccc1)N1CCCCC1)c1ccccc1,1,0,17,7,3.3,-8,14,6,-2
Nc1nc(CSc2ccccc2)nc(N2CCCCC2)n1,-45,-3,28,15,5.6,-1,30,5,3
CCCCCCCCc1c(O)nc(-n2[nH]c(C)c(CCO)c2=O)[nH]c1=O,-31,-1,-22,12,-1.0,1,-2,-5,-3
O=C(CSc1ccccc1)NCc1ccccc1,13,-1,17,3,3.7,4,14,18,3
CCn1ncc(Br)c1C(=O)Nc1cc([N+](=O)[O-])ccc1C,-5,-2,19,7,-1.1,3,25,17,0
# (continued)
SMILES,Mdm2-MdmX inh,APJ agonist,tim23-1 inh,TIM10 inh,UPR CHOP act,NR3A LBD binder,tim10-1 inh,NLRP3 yeast inh,XBP1 UPR activ
CN1CCN(S(=O)(=O)c2ccc(NC(=O)C3CCCO3)cc2)CC1 (stereo not given),-5,-2,-2,-3,-0.4,0,5,-4,0
O=C(COc1cccc2cccnc12)Nc1cccc(S(=O)(=O)N2CCCC2)c1,22,0,31,21,0.9,-3,14,2,-3
CC(=O)NS(=O)(=O)c1cccnc1Nc1ccc(Cl)c(Cl)c1,16,-1,11,1,-0.5,0,14,20,-3
CCc1ccc(C(C(=O)NC2CCCC2)N(Cc2cccnc2)C(=O)c2csnn2)cc1 (stereo not given),17,-1,12,-19,-2.4,1,3,11,0
COc1cc(-c2nc3n(n2)C(c2ccc(F)cc2)C2=C(CCCC2=O)N3)cc(OC)c1OC (stereo not given),34,-2,8,1,1.6,0,12,-2,5
O=C(NCc1cccnc1)C1COc2ccccc2O1 (stereo not given),-2,3,5,-21,0.2,-4,-5,6,-2
Cc1ccc(S(=O)(=O)N2Cc3ccccc3CC2C(=O)Nn2cnnc2)cc1 (stereo not given),7,-7,13,8,0.3,-10,4,4,0
CCN(CC(=O)Nc1ccc(NC(C)=O)cc1)C(=O)/C=C/c1cn(-c2ccccc2)nc1-c1cccs1,48,11,2,-1,1.1,9,-1,10,0
O=C(CSc1nc2ncc(Cl)cc2[nH]1)NCCc1ccc(F)cc1,-1,-3,-7,2,0.6,-1,6,13,2
COC(=O)C1=CN(Cc2ccc(OC)c(OC)c2)C=C(C(=O)OC)C1c1cccc(OC)c1OC,-20,-3,7,1,6.4,0,-25,18,9
CN(C)c1ccc(/C=N/O)cc1,14,-5,-1,-9,4.5,1,-17,12,0
Cc1cccc2cc(CNCC3CCCO3)c(Cl)nc12 (stereo not given),-9,-3,19,6,-0.1,-1,2,15,-1
C=CCn1c(NC(=O)c2ccccc2)nc2ccccc21,21,-2,35,1,4.7,1,7,33,0
CCOC(=O)c1c(CN2CCCCC2)oc2ccc(O)cc12,25,-8,-2,1,0.6,1,-21,3,-4
N/C(=N\OC(=O)C(c1ccccc1)c1ccccc1)c1cccnc1,52*,-1,19,-8,1.1,-1,41*,4,-3
O=C(NCCc1ccc(Cl)cc1)c1ccc(CS(=O)Cc2ccccc2Cl)o1 (stereo not given),28,4,30,1,2.8,-1,33,11,-6
CC(=O)c1cccc(NC(=O)c2ccc(Br)o2)c1,-15,0,12,19,0.8,-2,23,12,2
CCN(CC)c1ccc(C(=O)OCC(=O)N(C(C)C)C(C)C)cc1,16,-1,38,17,-1.4,-2,21,16,-4
Cc1cc2cc(CNC(=O)c3ccc(S(=O)(=O)N4CCCC4)cc3)ccc2n1C,23,4,4,0,0.1,1,8,19,-6
Clc1cccc(Cl)c1Cn1nnc(N2CCCC2)n1,-6,2,9,-3,5.4,1,9,-34,3
CC(C)=CCCC1=CCC2C(=O)NNC(=O)C2C1 (stereo not given),-2,-4,13,10,-0.1,6,-6,14,-5
Cc1ccc(S(=O)(=O)N2CCOCC2)cc1C(=O)N1CCOCC1,-16,-4,3,-2,-0.6,-1,6,-11,1
CCCOc1ccc(NC(=O)CC2C(=O)N(CC)C(=S)N2CCCN2CCN(Cc3ccccc3)CC2)cc1 (stereo not given),81*,5,3,19,2.4,-6,11,-15,4
Cc1nnc(SCC(=O)Nc2ccccc2)n1CCc1ccccc1,13,-1,18,16,0.1,0,26,16,-1
O=C(/C=C/c1ccccc1Cl)NCc1ccccc1,-19,-2,11,1,2.2,-2,15,25,-1

# Of the compounds above, two contain bromine:
SMILES,Mdm2-MdmX inh,APJ agonist,tim23-1 inh,TIM10 inh,UPR CHOP act,NR3A LBD binder,tim10-1 inh,NLRP3 yeast inh,XBP1 UPR activ
CCn1ncc(Br)c1C(=O)Nc1cc([N+](=O)[O-])ccc1C,-5,-2,19,7,-1.1,3,25,17,0
CC(=O)c1cccc(NC(=O)c2ccc(Br)o2)c1,-15,0,12,19,0.8,-2,23,12,2

# Additional entries
SMILES,Mdm2-MdmX inh,APJ agonist,tim23-1 inh,TIM10 inh,UPR CHOP act,NR3A LBD binder,tim10-1 inh,NLRP3 yeast inh,XBP1 UPR activ
CCOC(=O)Nc1ccc2c(c1)N(C(=O)CCN1CCN3CCCC3C1)c1ccccc1CC2 (stereo not given),15,-3,-6,3,-2.8,-18,-8,20,-2
Cc1ccc(/C=C(/NC(=O)c2ccccc2)C(=O)NCCc2c[nH]c3ccccc23)o1,16,-1,8,6,-2.1,5,6,11,3
COc1cc(S(=O)(=O)N2CCOCC2)cc(C(=O)OCC(=O)NC2CCCCC2)c1OC,1,-3,1,4,-0.4,0,-3,3,2
CC(O)[C@H](NC(=O)C1(c2ccccc2)CCN(C(=O)OC(C)(C)C)CC1)C(=O)O (stereo not given in full),4,-3,2,-3,-0.9,2,19,7,2
CC1CCC2C(=O)N(c3cccc(C(=O)Nc4ccc(F)cc4)c3)C(=O)C2C1 (stereo not given),6,8,5,15,1.2,-2,-7,21,-8
O=C(CS(=O)(=O)Cc1ccccc1)Nc1ccc2c(c1)OCO2,-30,0,2,-6,2.2,0,9,-3,-1
COc1ccccc1-c1cc(C2CC2)nc(N)c1C#N,20,-6,27,32,3.1,1,38,-26,-2
CC(=O)Nc1nc(C(=O)O)cs1,4,-1,4,12,-1.5,0,15,5,0
COc1cc2c(cc1OC)-c1nnnn1C(C)(C)C2,-15,-3,8,-5,-2.0,-3,10,9,0
COc1ccc(N=C2CC(C)(C)CC(=O)/C2=C(/O)c2ccccc2)cc1,5,-1,28,20,-2.2,-1,28,0,-2
Cc1sc2nc(C)n(/N=C/c3ccc(O)cc3)c(=O)c2c1C,32,-1,-16,-38,-2.7,1,20,14,0
COc1ccc(CNC[C@@H](CCCCN(C)Cc2ccc(OC)cc2)N2C[C@H](c3ccccc3)N(CCc3ccc(Cl)c(Cl)c3)C(=O)C2=O)cc1,99*,9,-27,-6,134*,-25,-11,13,13
CCN1CCN(C(C)C(=O)NC2CCCCC2)CC1 (stereo not given),-4,-2,18,25,1.6,0,-2,2,-1
NS(=O)(=O)c1ccc(CCNC(=O)C2CCCCC2)cc1,12,-3,-5,-14,-1.6,0,4,12,-2
Cc1ccc(NC(=O)Cc2ccc3c(c2)CCCC3)cc1C,2,-2,25,-1,1.9,-5,0,18,0
CC1CCCCC12NC(=O)N(CC(=O)NCc1ccccc1Cl)C2=O (stereo not given),25,-4,-6,-5,0.7,0,-9,9,-1
COc1ccc(-c2[nH]c(-c3ccc(F)cc3)nc2SCC(=O)NCc2ccco2)cc1OC,2,1,9,0,1.8,-24,-1,3,-1
COc1ccccc1NC(=O)Nc1ccc2c(c1)nnn2C,-8,-3,-11,9,2.3,-8,-17,7,-4
CCNC(=O)COc1ccc(-c2ccccc2)cc1,-60,1,4,-21,2.9,-1,16,16,5
COc1ccc(CC(=O)N2CCN(c3ccccc3F)CC2)cc1OC,30,-3,-2,-8,1.7,-1,-8,8,-6

# An unsorted share of the library. About 8.2% of those tested had a hit in this group.
